S1P4 antag – blocks the human S1P4 receptor; O95977; S1P4-expressing cells, antagonist mode, reporter read-out; inhibition, % at 4.98 µM; 220,000 tested, 0.26% active; in the data active means inhibition above about 29%;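 further: 0% = wells stimulated with agonist and 100% = vehicle wells without agonist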
zfTRPN1 agonist – agonists of zebrafish TRPN1 channel; activation, % at 3 µM; 220,000 tested, 0.18% active; HEK293 zebrafish TRPN1-YFP, Fluo-8 calcium fluorescence; 100% = response to 87 µM carbachol; AID 1424;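 active means activation above its plate's cutoff, the mean activation of test wells on that plate plus 3 SD, cut at about 19% in these data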;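 further: 0% = DMSO alone and 100% = 87 µM carbachol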
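System: zebrafish TRPN1-YFP in HEK293 cells / Dosing: 3 µM single point / Timing: dye loading 1 h at 37 °C, then 30 min room temperature / Signal: Fluo-8 calcium fluorescence, excitation 470-495 nm, emission 515-575 nm / Read-out basis: percent activation from peak over basal fluorescence ratio, control-normalized / Control set: high carbachol 87 µM, low DMSO alone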
EP2 mod – modulates human prostaglandin E2 receptor EP2 signaling; P43116; EP2-expressing cells, cAMP HTRF FRET, PGE2 co-stimulation; induction, % at 25 µM; 260,000 tested, 0.83% active; AID 940;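 active means compounds whose cAMP rise, as percent of the full-agonist control response, exceeds 60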;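 further: rat C6 glioma line stably carrying human EP2 under a CMV promoter; the protocol text gives 20 µM as final concentration; 100% = response of wells given 1 µM PGE2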
NPY-Y1 antag – blocks the human neuropeptide Y Y1 receptor. 200,000 tested, 1% active. inhibition, % at 3.6 µM. HEK293-CNG Y1 cells, membrane potential fluorescence; NPY at EC95, then isoproterenol. P25929;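 active means inhibition above the campaign mean inhibition of all tested compounds plus 3 SD, cut at about 20% in these data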;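 further: 0% = DMSO wells given NPY plus isoproterenol and 100% = isoproterenol alone without NPY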
Target sequence (P25929 whole entry, looked up): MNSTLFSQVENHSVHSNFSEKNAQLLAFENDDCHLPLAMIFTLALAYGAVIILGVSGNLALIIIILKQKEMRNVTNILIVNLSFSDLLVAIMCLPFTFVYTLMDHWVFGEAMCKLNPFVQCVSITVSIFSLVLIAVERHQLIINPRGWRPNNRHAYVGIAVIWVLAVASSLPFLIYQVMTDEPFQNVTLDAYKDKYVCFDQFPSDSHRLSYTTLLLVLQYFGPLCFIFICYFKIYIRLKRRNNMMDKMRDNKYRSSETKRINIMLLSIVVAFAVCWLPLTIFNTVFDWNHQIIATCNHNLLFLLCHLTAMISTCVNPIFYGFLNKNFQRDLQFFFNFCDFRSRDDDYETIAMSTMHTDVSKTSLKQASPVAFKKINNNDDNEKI
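Material: Y1- and CNG-channel-expressing HEK293 cells / Probe or stimulus: NPY 25 nM then isoproterenol 1 µM plus Ro 20-1724 25 µM / Doses: 3.6 µM single dose, DMSO 0.4% / Schedule: compound incubation 1 h at room temperature, readout 45 min post-stimulation / Signal: membrane potential fluorescence / Benchmarks: isoproterenol-only wells as full block versus NPY-plus-isoproterenol wells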
S1P4 agonist – human S1P4 receptor agonism; O95977; S1P4-expressing cell line, agonist reporter assay; activation, % at 4.98 µM; 220,000 tested, 0.35% active; in the data active means activation above about 11%;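 further: 0% = DMSO vehicle and 100% = reference agonist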
CHOP inh – CHOP inhibition in unfolded protein response. CHO-K1 CHOP-promoter luciferase, tunicamycin-induced, 15-18 h. inhibition, % at 10 µM. 220,000 tested, 3.8% active;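 active means compounds that reduced the stress-induced luciferase reporter signal by more than about 70% of percent inhibition, limit read from the data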;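 further: 0% = tunicamycin plus vehicle and 100% = wells without tunicamycin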
TRPML3 ag – activates the human TRPML3 channel; HEK293 TRPML3-YFP, Fluo-8 calcium fluorescence; 100% = the carbachol control signal; activation, % at 3 µM; 220,000 tested, 0.29% active; AID 1448;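 active means activation above its plate's cutoff, the mean activation of the plate's test wells plus 3 SD, cut at about 12% in these data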;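 further: 0% = DMSO only wells and 100% = carbachol wells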
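Test system: TRPML3-YFP stable HEK293 cells. Doses: single point at 3 µM. Incubation: dye loading 1 h 37 °C then 30 min ambient, 125 s read. Signal: Fluo-8 calcium dye fluorescence, ex 470-495, em 515-575 nm. Measure: percent activation from peak-to-basal fluorescence ratio, scaled between DMSO and carbachol.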
NPY-Y2 PAM-ag – potentiates or activates human NPY-Y2 receptor; P49146; cells expressing NPY-Y2, potentiator/agonist read-out; activation, % at 3.6 µM; 220,000 tested, 0.45% active; in the data active means activation above about 27%;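 further: cells stimulated with NPY near EC25 plus isoproterenol at EC100; 0% = vehicle plus submaximal agonist and 100% = vehicle plus saturating agonist; some results beyond the cut were filed as inactive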
Target sequence (P49146 whole entry, looked up): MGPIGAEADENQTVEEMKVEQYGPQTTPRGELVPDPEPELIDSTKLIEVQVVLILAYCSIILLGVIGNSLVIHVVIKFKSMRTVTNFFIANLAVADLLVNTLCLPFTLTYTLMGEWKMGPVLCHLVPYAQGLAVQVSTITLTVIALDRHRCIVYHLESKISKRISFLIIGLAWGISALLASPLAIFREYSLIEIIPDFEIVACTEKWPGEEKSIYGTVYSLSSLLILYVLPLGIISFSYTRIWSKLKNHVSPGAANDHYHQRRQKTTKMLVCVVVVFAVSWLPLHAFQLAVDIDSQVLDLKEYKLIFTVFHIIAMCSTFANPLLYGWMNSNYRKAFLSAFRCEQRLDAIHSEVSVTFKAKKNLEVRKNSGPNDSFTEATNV
NPY-Y1 PAM-ag – human NPY-Y1 potentiation or agonism, primary screen; NPY-Y1 expressing cells, potentiator/agonist activation; activation, % at 3.6 µM; P25929; 220,000 tested, 0.37% active; AID 1304; in the data active means activation above about 33%, passing the limit was not always enough;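 further: cells stimulated with NPY at EC10 then isoproterenol at EC100; 0% = low agonist plus stimulus and 100% = saturating agonist plus stimulus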
Active calls of the source: *; x = no result given; & = joins results of further samples. Outcome played no part in choosing rows. Share with any hit: about 6.5%.

SMILES	S1P4 antag	zfTRPN1 agonist	EP2 mod	NPY-Y1 antag	S1P4 agonist	CHOP inh	TRPML3 ag	NPY-Y2 PAM-ag	NPY-Y1 PAM-ag
CCn1cc(C(=O)Nc2ccc(C)c([N+](=O)[O-])c2)cn1	-13	0.6	-43	3	1.0	11	0.5	3	-8
CCCCNC(=O)C(=O)NCCCn1ccnc1	-11	3.0	13	7	0.7	-1	1.0	0	-3
COc1ccccc1CN(C)c1nnnn1-c1ccccc1	-2	0.8	20	-1	1.5	-7	0.6	-15	-18
CN(CC(=O)Nc1nc2ccc(F)cc2s1)S(=O)(=O)c1ccc(Cl)cc1	-3	1.1	-22	-5	1.8	7	1.3	-6	18
COc1cccc(C(Nc2ccccn2)c2c(NC(=O)c3ccco3)sc(C)c2C)c1 (configuration not stated)	-12	-0.8	26	4	-0.5	19	-0.2	17	7
O=C(O)CCC(=O)N1CCN(c2nc3ccccc3s2)CC1	-30	0.1	21	5	3.3	23	0.1	6	-13
COc1ccc(C2C(C#N)=C(N)N(Nc3ccccc3)C3=C2C(=O)CC(C)(C)C3)cc1C (configuration not stated)	-15	1.0	5	-7	1.6	37	-0.2	1	-22
CN(C)c1ccc(/C=N/NC(=O)CN2CCN(c3ccc(F)cc3)CC2)cc1	-1	1.8	-16	3	0.8	82*	0.6	6	13
CC(=O)c1cc(C#N)c(Oc2ccccc2)nc1C	-11	-1.6	x	5	0.8	x	-0.5	-7	2
Cc1cc(O)ccc1Nc1nc2ccccc2nc1Nc1ccc(O)cc1C	-9	1.0	-49	-6	1.1	-35	0.4	17	23
CCN(CC(=O)Nc1ccc(OC)c(OC)c1)S(=O)(=O)c1ccc(C)cc1	14	1.3	-17	-4	-0.9	-9	0.6	5	4
CN(CC(=O)NC(=O)NCc1ccccc1)Cc1ccc(Cl)cc1	-7	-2.3	3	18	-1.2	-8	-0.9	-11	-17
COCCn1c(=O)[nH]c2cc(C(=O)NCCN3CCN(c4ccc(OC)cc4)CC3)ccc2c1=O	-11	-0.1	5	16	-1.6	-7	-0.1	19	29
Cc1ccc(C)c(S(=O)(=O)N2CCN(CC(=O)NC(=O)NCc3ccco3)CC2)c1	0	-1.3	-34	-4	0.9	10	0.7	7	5
CN(CCCC1CCCC1)C(=O)CCc1nnc(-c2ccccc2)o1	-10	-1.7	-29	12	-0.8	30	-0.3	-25	2
Nc1nc(CN2CCN(c3ccc(F)cc3)CC2)nc(N2CCCc3ccccc32)n1	-8	-0.9	-20	8	1.6	55	-0.1	-18	-31
Cc1ccc(OCCCCn2ccnc2)c([N+](=O)[O-])c1	5	2.0	-25	-2	4.2	9	1.2	7	0
Cc1ccc(C)c(N2N=C(C(=O)Nc3ccc(S(=O)(=O)N4CCCC4)cc3)CCC2=O)c1	-7	6.7	10	x	1.1	-2	2.6	-10	28
O=C(COC(=O)C1CCN(S(=O)(=O)c2cccs2)CC1)c1cc2ccccc2o1	7	0.9	10	1	-1.4	30	1.2	12	10
O=C(Nc1ccc(F)cc1)C(c1ccccc1)N1CCN(S(=O)(=O)c2ccccc2)CC1 (configuration not stated)	-4	0.2	20	-4	3.4	6	1.0	-3	14

Individual results from the list.
Entry for CN(CC(=O)NC(=O)NCc1ccccc1)Cc1ccc(Cl)cc1 in CHOP inh: -8
Entry for O=C(O)CCC(=O)N1CCN(c2nc3ccccc3s2)CC1 in zfTRPN1 agonist: 0.1

Going on with the list.
SMILES	S1P4 antag	zfTRPN1 agonist	EP2 mod	NPY-Y1 antag	S1P4 agonist	CHOP inh	TRPML3 ag	NPY-Y2 PAM-ag	NPY-Y1 PAM-ag
COc1ccc(CCNC(=O)c2ccc3c(c2)OCCO3)cc1	-6	-0.3	-62	13	-2.2	-7	1.0	-6	-14
CC(=O)OCC1=C(C(=O)O)N2C(=O)C(NC(=O)CCn3nc(C)c(Cl)c3C)C2SC1 (configuration not stated)	2	0.8	25	-2	-0.5	28	0.8	15	2
Cc1ccc(/C=C/S(=O)(=O)NCC(=O)O)cc1	12	0.7	-5	3	5.6	-14	0.2	0	-6
O=C(COc1ncnc2sccc12)NC1CCS(=O)(=O)C1 (configuration not stated)	-1	0.9	-3	x	0.3	17	-0.2	4	23
COC(=O)C1(C)NC(c2cccs2)C2C(=O)N(c3ccccc3F)C(=O)C21 (configuration not stated)	-12	0.0	11	-3	0.0	0	0.3	-3	8
CC(C)CNC(=O)c1ccccc1NC(=O)c1ccccc1N(C)S(C)(=O)=O	-9	0.0	24	-4	-2.4	3	-0.6	-4	-23
CN(CC(=O)NC(=O)NC(C)(C)C)CC(=O)Nc1ccccc1Cl	-20	1.5	-13	13	2.6	19	-2.4	-6	-30
CCc1ccccc1N(C(C)=O)c1nc(CN=C=S)cs1	-4	-0.3	20	5	-0.7	0	0.1	0	-6
CNCCC1Sc2ccccc2Oc2ccccc21 (configuration not stated)	4	-0.4	-9	6	2.0	-9	0.5	-5	13
O=C(O)c1cc(-c2ccc(Cl)s2)[nH]n1	-1	0.6	-5	x	-0.7	14	1.0	-31	-24
O=C(CCn1c(=S)[nH]c2ccccc2c1=O)NCCCN1CCOCC1	-17	0.6	20	-1	3.2	-10	1.0	-9	4
O=C(Cn1nnc2ccccc21)c1ccc(Br)cc1	-4	-1.8	-3	x	-0.4	0	-0.7	-14	2
Cc1ccc(S(=O)(=O)N2CCOCC2)cc1C(=O)NCCN1C(=O)S/C(=C\c2ccccc2Cl)C1=O	-19	0.1	-8	-4	-1.1	17	0.2	3	-9
COc1ccc(C(=O)Nc2cccnc2)cc1	2	1.9	12	1	-0.4	8	1.3	7	-4
COc1ccc(N(CC(=O)NCc2cccnc2)S(=O)(=O)c2ccccc2[N+](=O)[O-])c(OC)c1	-18	0.0	10	4	0.3	1	1.2	-6	17
CC(Sc1nnc(Cn2c(=O)sc3ccccc32)n1C)c1ccccc1 (configuration not stated)	4	1.0	3	-1	1.5	11	0.1	-5	-5
CC1CN/C(=C\C(=O)c2ccccc2)C(=O)N1 (configuration not stated)	-6	0.2	-17	0	0.2	-5	-0.5	-11	2
Cc1cc(-n2c(C)cc(C(=O)CN3C(=O)NC4(CCCCC4)C3=O)c2C)no1	8	0.2	5	-4	-0.1	0	-0.1	-14	0
Cc1ccccc1CS(=O)(=O)Cc1ccc(C(=O)NCC2CCCO2)o1 (configuration not stated)	-27	0.4	11	3	-1.1	51	0.7	0	3
CCOc1ccc(/C(O)=C2/C(=O)C(=O)N(Cc3cccnc3)C2c2ccc(N(C)C)cc2)c(C)c1 (configuration not stated)	-1	-0.3	4	4	-1.4	23	0.0	0	-4
Cc1nn(C)cc1C(=O)/C=C/c1ccc([N+](=O)[O-])cc1	10	1.4	-3	-3	1.3	-128	0.7	2	-3
C=CCSc1nc2ccccc2[nH]1	4	-0.5	29	-2	-0.2	2	-0.2	4	4
C=CCn1c(SCC(=O)NC2CCCCC2)nc2ccccc2c1=O	4	-1.3	-49	3	1.3	22	1.2	-2	-11
OCc1ccnc2c(O)cccc12	7	0.9	19	8	-1.0	-20	0.8	-3	-11
Cc1cc2nc(C)c(=O)n(C)c2cc1C	-9	0.7	15	3	-1.7	15	0.8	-16	-19
CC(=O)Oc1ccc(C(=O)Nc2cc(NC(=O)c3ccc(OC(C)=O)cc3)cc(C(=O)NC(C)(C)C)c2)cc1	2	1.1	-63	1	0.6	66	0.8	0	4
COc1ccc(CNC(=S)NCc2ccc(OC)cc2)cc1	-17	-1.0	-10	3	0.0	6	-0.8	-9	-18
O=C(Cn1nc2sc3ccccc3n2c(=O)c1=O)c1cccs1	-6	-0.1	11	x	-1.1	11	0.6	-2	16
COc1ccc(N2C(=O)c3ccccc3S2(=O)=O)cc1	8	0.8	-11&-28	x	0.2	-19	1.4	7	10
CCOC(=O)Nc1csnn1	-15	1.9	4	x	-0.9	-24	0.8	11	7
O=C(O)CSc1nnc(-c2ccncc2)n1-c1ccc(Cl)cc1	-17	-0.8	12	3	0.0	2	0.9	-1	7
CCOC(=O)CCCn1ncn2c(cc3occc32)c1=O	-24	0.2	17	-6	2.4	-1	1.1	8	15
CCOC(=O)c1cnc(SCC(=O)Nc2cc(OC)ccc2OC)nc1N	1	2.9	-28	2	-0.2	33	1.1	-3	12
CC(C)(C)OC(=O)N1CCC[C@@H]1C(=O)N1CCC(C(=O)O)CC1	-12	-0.9	13	1	1.6	6	1.1	12	18
Cc1ccnc(NC(=O)c2ccc3c(c2)C(=O)N(CC2CCCO2)C3=O)c1 (configuration not stated)	-2	0.4	1	2	2.0	-2	0.6	0	12
O=C(CCCC(=O)OCC(F)(F)C(F)F)Nc1nccs1	11	0.6	3	0	0.8	-8	0.5	-6	10
Cc1cc(C)n(C2CCCCC2OC(=O)c2ccccc2)n1 (configuration not stated)	-2	-1.0	19	9	0.3	-15	-0.8	-1	-23
Nc1ccc(Cl)c(S(=O)(=O)Nc2ccc(Cl)cc2)c1	5	-0.6	-26	x	-0.7	20	0.2	16	18
Cn1c(=O)oc2cc(S(=O)(=O)Nc3ccc(Cl)cc3F)ccc21	-10	-1.0	2	-1	0.8	-9	0.1	4	-3
COc1ccc(-c2cc(N)n(S(=O)(=O)Cc3ccccc3)n2)c(OC)c1	-17	2.6	8	-1	-0.3	18	0.0	1	0
S=C(Nc1ccccc1Cl)N1CCOCC1	-14	0.3	27	6	0.4	1	-0.1	-6	13
COc1ccc(C2C(C(C)=O)=C(O)C(=O)N2CCO)c(OC)c1 (configuration not stated)	-17	0.5	4	0	-1.6	-14	0.2	2	18
COc1ccc(C(=O)c2cnc(/N=C/N(C)C)s2)cc1	-7	0.2	21	-2	-0.9	-10	0.7	-10	-9
O=C(CSc1nc(-c2ccccc2Cl)ns1)NCc1ccc2c(c1)OCO2	1	-1.1	-10	1	1.3	4	0.8	9	-10
Cc1nnc(NC(=O)CSc2ccc(-c3ccccn3)nn2)s1	-10	-0.7	15	1	4.2	12	-0.3	-9	-5
Cc1nc2c(C(=O)N3CCOCC3)cnn2c(C)c1Cc1ccc(Cl)cc1	-2	1.8	-6	3	0.9	51	0.3	0	24
Cc1ccc2nc(SCC(=O)Nc3ccc4sc(C)nc4c3)c(C#N)cc2c1	0	0.3	-9	3	0.6	-55	0.2	6	0
O=C(COc1ccc(Br)cc1F)NC1CCN(Cc2ccccc2)CC1	-11	0.5	-20	10	0.6	37	1.9	-10	-37
CSc1cc(-c2ccccc2)n(Cc2c(Cl)cccc2Cl)c(=O)c1C#N	-3	-0.5	44	3	-2.8	x	0.9	-10	-8

Screening results: PubChem BioAssay, several laboratories
